B2AR arrestin = qHTS assay of beta-arrestin-biased ligands of beta2-adrenergic receptor | Beta-2 adrenergic receptor (Homo sapiens), P07550 | beta-arrestin recruitment to beta2AR, cell-based reporter | Potency, µM (highest dose often 46.1 µM), without a hit: at the top dose activation, most hits filed as activators | 330,000 tested, 0.02% active | AID 492947, 2010;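 also: potency is read from the fitted curve at half-maximal effect; 0% = DMSO controls and full agonism = EC100 isoproterenol or metaproterenol; nearly all actives have a fitted effect of over 65% in size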
Integrin act MD = qHTS for Activators of Integrin-Mediated Alleviation for Muscular Dystrophy; Potency, µM (series often up to 38.3 µM), for inactives: top-dose activation, usual class: activators; 350,000 tested, 0.064% active; alpha7betagal myoblasts, beta-gal FDG fluorescence, 48 h;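 also: potency is read from the fitted curve at half-maximal effect; 100% = response of the positive control SU9516; nearly all actives have a fitted effect of over 60% in size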
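alpha7betagal+/- myoblasts (passage 13, 250/well) treated 48 h at 37C with compounds at 1:260 dilution of DMSO stock. Lysed, then beta-galactosidase activity read as FDG fluorescence (ex 480/em 540) after 30 min, with pre-read for autofluorescence.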
Giardia kill = Small Molecules that selectively kill Giardia lamblia: qHTS. Giardia lamblia trophozoite viability. activity change, % at 7.66 µM, hits read low. 340,000 tested, 0.15% active. AID 540267, 2011; in the data active = activity change below about -80%; inconclusive = between about -30% and that limit;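 also: parasites exposed to compound for two days anaerobically before the ATP read; % is scaled to controls: 0 for no effect and ±100 for the full control effect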
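Anaerobic 48 hrs incubation at 37 deg C of 100 trophozoites/well with test compounds; ATPLite 1-Step luminescence, 15-30 min RT, reports cellular ATP as viability.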
BCR signal inh = qHTS Assay to Find Inhibitors of Chronic Active B-Cell Receptor Signaling; ABC-DLBCL IkBa-CBG/CBR reporter, luminescence ratio, 4 h; Potency, µM (highest dose often 46.1 µM), for inactives: at the highest dose ratio change, negative = lower green/red ratio, actives largely listed as inhibitors; 340,000 tested, 0.05% active; AID 493014, 2011; active = well fitted inhibition curve with a large enough effect in the signal ratio, with a control signal flat, not every such curve was filed as active; inconclusive = small, poorly fitted or top-dose-only effect, or effect the other way, or a change in a side signal; the % refers to the signal ratio;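 also: potency is read from the fitted curve at half-maximal effect; plate controls were basal doxycycline-induced cells for no effect and cells given 10 µM MG132 for full effect; MG132 reads +100%, hits lower the ratio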
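Compounds up to 46 uM were incubated four hours with TMD8 cells whose green CBG68 luciferase is fused to IkappaBalpha; red CBR luminescence normalised the signal, and concentration-effect curves were fitted to fusion, red and ratio data.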
PTAP TSG101 blk = qHTS Assay for Iinhibitors of HIV-1 Budding by Blocking the Interaction of PTAP/TSG101; Fluorescence polarization, FITC-PTAP peptide / Tsg101 binding; Tumor susceptibility gene 101 protein (Homo sapiens), Q99816; Potency, µM (doses to about 115 µM), for inactives: top-dose activity change, negative = inhibition, actives largely listed as inhibitors; 340,000 tested, under 10 active; AID 493005, 2010; active = well fitted inhibition curve with a large enough effect in the main read-out, with a control signal flat, not every such curve was filed as active; inconclusive = small, poorly fitted or top-dose-only effect, or effect the other way, or a change in a side signal; inactive = no such curve, though single readings can be large or run the other way; also: potency is read from the fitted curve at half-maximal effect; % of control where 0% means no effect
Target sequence (Q99816 whole entry, looked up): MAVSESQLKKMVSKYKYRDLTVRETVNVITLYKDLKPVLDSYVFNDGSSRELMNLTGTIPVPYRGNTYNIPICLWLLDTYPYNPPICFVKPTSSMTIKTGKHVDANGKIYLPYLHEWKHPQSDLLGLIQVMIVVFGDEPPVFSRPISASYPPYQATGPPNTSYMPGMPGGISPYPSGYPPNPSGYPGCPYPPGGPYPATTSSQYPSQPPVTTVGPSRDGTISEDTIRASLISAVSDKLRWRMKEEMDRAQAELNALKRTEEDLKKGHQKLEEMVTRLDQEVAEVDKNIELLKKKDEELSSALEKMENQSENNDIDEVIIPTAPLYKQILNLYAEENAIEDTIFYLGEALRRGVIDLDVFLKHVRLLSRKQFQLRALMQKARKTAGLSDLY
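Compounds were pin-transferred onto Tsg101 binding domain (10 uM final) in HEPES pH 7.5 buffer, then FITC-PTAP peptide was added at 50 nM final. After 20 min at RT, polarization reported peptide displacement across a qHTS concentration series.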
Menin MLL FP TR = qHTS Assay for Inhibitors Targeting the Menin-MLL Interaction in MLL Related Leukemias: Competition With Texas Red Labeled MLL-derived Mutant Peptide | 270,000 tested, 0.23% active | AID 1768, 2009 | Menin + Texas Red MLL mutant peptide, fluorescence polarization | Potency, µM (doses to about 61.6 µM), for inactives: at the highest dose FP activity change, negative = inhibition, actives largely listed as inhibitors; active = well fitted inhibition curve with a large enough effect in the polarisation, with a control signal flat, not every such curve was filed as active; inconclusive = small, poorly fitted or top-dose-only effect, or effect the other way, or a change in a side signal; inactive = no such curve, though single readings can be large or run the other way; the % refers to the polarisation; also: potency is read from the fitted curve at half-maximal effect; % of control where 0% means no effect; many of its hits are not listed in these tables
Target sequence (O00255 whole entry, looked up): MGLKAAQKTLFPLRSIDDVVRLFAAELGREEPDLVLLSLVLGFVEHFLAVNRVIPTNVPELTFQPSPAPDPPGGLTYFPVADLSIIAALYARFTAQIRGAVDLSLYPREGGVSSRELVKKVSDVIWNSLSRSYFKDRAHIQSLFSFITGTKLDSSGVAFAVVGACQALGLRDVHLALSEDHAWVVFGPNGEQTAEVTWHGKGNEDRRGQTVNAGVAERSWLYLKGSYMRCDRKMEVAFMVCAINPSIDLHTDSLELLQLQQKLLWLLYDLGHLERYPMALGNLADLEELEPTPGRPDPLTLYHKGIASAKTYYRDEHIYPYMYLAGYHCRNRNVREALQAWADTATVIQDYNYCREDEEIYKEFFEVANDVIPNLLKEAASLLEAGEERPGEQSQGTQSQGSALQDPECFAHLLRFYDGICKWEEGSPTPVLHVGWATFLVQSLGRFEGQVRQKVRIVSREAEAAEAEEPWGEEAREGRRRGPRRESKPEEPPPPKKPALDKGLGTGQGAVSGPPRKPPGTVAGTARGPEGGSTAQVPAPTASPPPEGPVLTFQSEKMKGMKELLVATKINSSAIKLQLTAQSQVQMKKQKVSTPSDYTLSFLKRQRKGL
GALK inh = qHTS Assay for Inhibitors of Human Galactokinase (GALK); Potency, µM (series often up to 57.5 µM), inactives show at the top dose activity change, negative = inhibition, usual class: inhibitors; 270,000 tested, 0.007% active; P51570; AID 1868, 2009; Purified GALK, Kinase-Glo residual ATP luminescence; also: potency is read from the fitted curve at half-maximal effect; % is scaled to controls: 0 for no effect and ±100 for the full control effect
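5 nM enzyme, 35 uM ATP, 100 uM galactose, 20 mM HEPES pH8.0, 5 mM MgCl2; 1 h RT; residual ATP by Kinase-Glo Plus luminescence, qHTS format.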
PKM2 act = qHTS Assay for Activators of Human Muscle isoform 2 Pyruvate Kinase; Potency, µM (titrated, usually from 57.5 µM), inactives show at the highest dose activation, usual class: activators; purified PKM2, Kinase-Glo ATP luminescence, activation; response scale: 0% is enzyme alone, no compound; Pyruvate kinase PKM (Homo sapiens), P14618; 260,000 tested, 0.34% active; also: potency is read from the fitted curve at half-maximal effect; % is scaled to controls: 0 for no effect and ±100 for the full control effect; nearly all actives have a fitted effect of over 55% in size
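Purified hPK-M2 (>95%) run at intermediate activity with 0.1 mM ADP and 0.5 mM PEP in 50 mM imidazole pH 7.2, KCl, MgCl2; 1 h room temperature. ATP formed read by Kinase-Glo luminescence; normalized to uninhibited and no-enzyme controls.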
FBPA coupling cs = qHTS Assay for Inhibitors of Fructose-1,6-bisphosphate Aldolase from Giardia Lamblia: Coupling assay counterscreen. coupling enzyme system counterscreen, AmpLite Red fluorescence. activity change, negative = inhibition, % at 58.2 µM, hits read low. 290,000 tested, 0.67% active; in the data active = activity change below about -30%; also: % is scaled to controls: 0 for no effect and ±100 for the full control effect
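Activity here indicates interference with the coupling reaction, not aldolase inhibition. Compounds at 57.5 uM final met coupling enzymes for 10 min at RT; substrate and AmpLite Red detection followed, with a 525/598 nm fluorescence read after 20 min.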
ASM inhibitor = Inhibitors of Secretory Acid Sphingomyelinase (S-ASM): qHTS. Sphingomyelin phosphodiesterase (Homo sapiens), P17405. placental ASM, HMU-PC fluorogenic substrate, 60 min. 340,000 tested, 0.006% active. Potency, µM (titrated, usually from 57.5 µM), without a hit: top-dose activity change, negative = inhibition, most hits filed as inhibitors; also: potency is read from the fitted curve at half-maximal effect
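Human placenta-derived ASM enzyme was preincubated with compound for 10 minutes at room temperature, then given fluorogenic substrate HMU-PC0 (9 uM final) for 60 minutes at 37 °C; a pH 10 stop preceded fluorescence reading at Ex 386/Em 447 nm.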
Tb PFK inh = qHTS Assay to Find Inhibitors of T. brucei phosphofructokinase. 330,000 tested, 0.17% active. T. brucei PFK, ADP-Glo luminescence. ATP-dependent 6-phosphofructokinase (Trypanosoma brucei brucei), O15648. AID 485367, 2010. Potency, µM (series often up to 57.5 µM), for inactives: at the highest dose activity, negative = inhibition, most hits filed as inhibitors;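 also: potency is read from the fitted curve at half-maximal effect; 0% = uninhibited 1x PFK enzyme wells and -100% = no-enzyme wells; nearly all actives have a fitted effect of over 60% in size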
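ADP-Glo luminescence quantified ADP after 45 min at room temperature, with 1.25 nM T. brucei PFK, 0.1 mM ATP and 0.5 mM fructose-6-phosphate in pH 8.0 TEA buffer. qHTS titrations up to 57 µM; curves classified by quality.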
Active calls of the source: *; ? = inconclusive; · = no result given; [ ] = remark or other dose. Unless noted, calls follow the shape of the dose curve; as a rule, active = well fitted curve in the direction sought with a large enough effect; inconclusive = small, poorly fitted or top-dose-only effect, or another doubt; inactive = no such curve, though single readings can be large; an effect the other way counts as inactive or inconclusive. Not all compounds are listed, so the mix of outcomes need not match the whole.

smiles	PKM2 act	B2AR arrestin	FBPA coupling cs	ASM inhibitor	Integrin act MD	BCR signal inh	Menin MLL FP TR	PTAP TSG101 blk	GALK inh	Tb PFK inh	Giardia kill
O=C1N[C@@H](Cc2ccccc2)[C@@H](c2ccco2)O1	0%	-0.4%	3	5%	0%	-4%	·	-2%	1%	-1%	-17
O=C(Nc1ccc(CN2CCCCC2)cc1)c1c(F)c(F)c(F)c(F)c1F	0%	0.2%	2	0%	-62%[inhibitor]	0%	0%	-9%	-2%	0%	23
O=C(COC(=O)c1cnccn1)Nc1ccc(Cl)cc1	-1%	-0.8%	-1	5%	15%	?	1%	-4%	-3%	-12%	-7
Cc1ncc(CN2CCCCC2C(=O)Nc2ccc(Oc3ccccc3)nc2)cn1 (stereo not given)	2%	-0.8%	-1	-4%	0%	-1%	-5%	1%	6%	1%	-12
CN1CCN(S(=O)(=O)c2ccc([N+](=O)[O-])cc2)CC1	1%	-1.2%	0	-6%	32%	4%	-9%	0%	0%	-3%	-14
O=S(=O)(Nc1nc2ccccc2nc1Nc1ccc(N2CCOCC2)cc1)c1cc(Cl)ccc1Cl	0%	-0.9%	3	-4%	8%	1%	?	-1%	-4%	0%	1
O=C(COc1cc(Cl)c(Cl)cc1Cl)Nc1ccc([N+](=O)[O-])cc1Cl	2%	0.3%	7	1%	-24%	7%	4%	-2%	11%	-3%	17
Cc1ccc(Cl)c2sc(N3CCN(C(=O)c4ccco4)CC3)nc12	·	0.0%	·	-9%	27%	14%	·	-2%	·	-14%	9
Cc1ccc(C)c(NC(=O)CN(C)C(=O)c2ccc(S(=O)(=O)N3CCCCCC3)cc2)c1	·	0.0%	·	-4%	-3%	0%	·	-5%	·	11%	4
O=C(COc1ccc(Cl)cc1)N1CCCC1	-8%	0.5%	0	1%	8%	?	-7%	-3%	0%	-1%	1
COc1ccc(-c2nc(-c3ccc(Br)o3)no2)cc1OC	-2%	-0.3%	4	-3%	11%	?	-9%	0%	1%	-5%	2
Cc1ccnc2ccc(SC(F)(F)F)cc12	-7%	-0.1%	0	-1%	22%	-1%	7%	-6%	0%	-10%	4
Cc1c(C(=O)N/N=C/c2ccccn2)nnn1-c1nonc1N	4%	0.0%	0	0%	5%	?	-6%	-3%	-1%	-11%	15
CCCC(CCC(=O)Nc1ccn(-c2ccccc2)n1)C(=O)O (stereo not given)	-2%	-0.7%	4	4%	3%	-9%	·	4%	-2%	0%	23
CCOC(=O)N1CCN(C(=O)c2ccc3c(=O)n(Cc4ccccc4OC)c(=S)[nH]c3c2)CC1	4%	0.1%	0	0%	-31%	-1%	-7%	-2%	1%	3%	-11
Cc1ccc(-n2c(SC3CCOC3=O)nc3ccccc3c2=O)cc1 (stereo not given)	3%	0.1%	-4	·	·	?	-5%	·	0%	-2%	·
Cc1cc(=O)[nH]c2c(C)c(N)ccc12	-7%	-0.4%	-1	104%[activator]	-7%	0%	4%	-3%	-4%	-1%	1
CN1CCN(C(=O)c2ccc3c(c2)N(Cc2ccccc2)CCS3)CC1	7%	0.2%	2	42%[activator]	-21%	21%	-6%	-1%	·	-2%	7
CC(=O)c1ccc(OCc2cc(C(=O)N(C)C(C)c3nccs3)no2)cc1 (stereo not given)	-1%	-0.8%	0	0%	?	?	-21%	0%	·	1%	-5
CN1CCC(N(C)C(=O)c2cc(-c3ccccc3Cl)nc3ccccc23)CC1	·	0.1%	·	0%	-46%[inhibitor]	?	·	-3%	·	-9%	17
CCn1c(SCC(=O)Nc2nccs2)nnc1-c1ccco1	-15%	-0.5%	-2	-1%	-16%	-7%	?	-1%	2%	-6%	17
CC(NC(=O)c1cn(C)c2ccc(S(=O)(=O)N3CCCC3)cc2c1=O)c1ccccc1 (stereo not given)	·	0.0%	·	-4%	2.8µM*	0%	·	-6%	-5%	2%	9
CC(C)(C)OC(=O)C[C@@H]1C/C=C\C[C@H](CC(=O)N(CCO)Cc2ccccc2)C(=O)N[C@@H](Cc2c[nH]c3ccccc23)COC1=O	·	-0.1%	·	-16%	-8%	3%	·	-3%	·	-3%	-19
CCNC(=O)CSc1nc2ccccc2c(=O)n1OC	0%	0.5%	4	0%	4%	-1%	2%	-4%	5%	1%	-4
Cc1ccccc1OCCCN1CCCC1	4%	-0.3%	2	1%	-19%	-13%	·	-2%	-1%	-5%	-13
Cc1ccc(CN2CCN(C(=O)c3ccncc3)CC2)cc1	-2%	0.0%	0	7%	-20%	?	-1%	-2%	0%	0%	-23
Cc1cccc(C)c1NC(=O)CNC(=O)c1ccccc1OCc1ccccc1	·	-0.3%	·	3%	-24%	?	·	-1%	·	-1%	18
CCC(=O)Nc1c2c(nn1-c1ccc(F)cc1)CS(=O)C2 (stereo not given)	-3%	0.1%	-3	4%	5%	2%	6%	-5%	1%	-17%	-19
O=C(CCS(=O)(=O)c1ccc2c(c1)NC(=O)CO2)NCc1ccccc1	-3%[0.46 µM]	-0.4%	1	0%	8%	1%	9%	-4%	-2%	1%	-19
CC(=O)NC1(C(F)(F)F)C(=O)Nc2c1c(=O)n(C)c(=O)n2C (stereo not given)	16%	-0.7%	2	2%	3%	-3%	18%	-8%	1%	5%	-6
CC(C)C[C@@H](CO)N1CCN(Cc2cccnc2)CCC1=O	0%	0.5%	-1	-1%	18%	-7%	12%	-1%	·	0%	39[activator]
COc1ccc(N/C(N)=N/c2nc(C)cc(=O)[nH]2)cc1	5%	-0.7%	0	2%	-4%	1%	-2%	1%	4%	2%	9
O=c1c(Cc2ccc(Cl)cc2Cl)c(O)ccn1CC(F)(F)F	·	-0.3%	-1	-1%	?	-9%	?	-2%	-1%	4%	14
COc1ccc(-c2cc3ccccc3[nH]2)cc1	2%	3.7%	1	29%	-6%	6%	·	-6%	-1%	-2%	14
Cc1oc2c(C)c3oc(=O)c(CCC(=O)NCCCCCC(=O)O)c(C)c3cc2c1C	·	-0.6%	-3	67%[activator]	29%	-4%	-23%	-3%	0%	1%	7
O=C(NC1CCN(S(=O)(=O)c2ccccc2C(F)(F)F)CC1)c1ccco1	·	-0.3%	1	-1%	-21%	1%	-5%	-2%	7%	-22%	-3
Cc1ccc(OCCNC(=O)c2ccc(C)o2)cc1	·	-0.1%	·	-3%	-31%	-1%	·	-8%	·	0%	9
NC1=NC(=O)/C(=C/c2ccccc2OS(=O)(=O)c2ccc3ccccc3c2)S1	-7%	0.4%	-1	2%	-13%	-13%	-18%	1%	-5%	-3%	-2
Cc1ccccc1CCNC(=O)CCn1ccc2cc(S(=O)(=O)N3CCCC3)ccc21	-3%[0.46 µM]	-0.3%	-2	-4%	9%	-5%	-1%	-1%	5%	1%	-17
Cc1[nH]n2c(=O)cc(C(C)C)nc2c1-c1ccccc1	-2%	-0.1%	3	7%	2%	-2%	-6%	-3%	-1%	0%	2
O=C1CCCC(=O)N1c1ccc(Oc2ccc(Cl)cc2)cc1	-10%	-1.3%	1	3%	-10%	-4%	8%	-11%	0%	-2%	-13
COc1ccccc1C(=O)NC(=O)COC(=O)c1ccc(Br)o1	·	-0.6%	·	-1%	3%	6%	·	0%	·	-4%	9

Assay outcomes as filed in PubChem.
